PTHR1 agonist = qHTS for PTHR1 Agonists: Primary Screen; Parathyroid hormone/parathyroid hormone-related peptide receptor (Homo sapiens), Q03431; Potency, µM (titrated, usually from 115 µM), inactives show at the highest dose activation, actives largely listed as activators; AID 743266, 2014; HEK293 GP2 PTHR1 cells, GloSensor cAMP luminescence, 1 h; 410,000 compounds, 0.075% hits; also: potency is read from the fitted curve at half-maximal effect; nearly all actives have a fitted effect of over 55% in size; some results filed as inactive show a strong effect at the top dose; inactives centre near -15; many of its hits are not listed in these tables
Target sequence (Q03431 whole entry, looked up): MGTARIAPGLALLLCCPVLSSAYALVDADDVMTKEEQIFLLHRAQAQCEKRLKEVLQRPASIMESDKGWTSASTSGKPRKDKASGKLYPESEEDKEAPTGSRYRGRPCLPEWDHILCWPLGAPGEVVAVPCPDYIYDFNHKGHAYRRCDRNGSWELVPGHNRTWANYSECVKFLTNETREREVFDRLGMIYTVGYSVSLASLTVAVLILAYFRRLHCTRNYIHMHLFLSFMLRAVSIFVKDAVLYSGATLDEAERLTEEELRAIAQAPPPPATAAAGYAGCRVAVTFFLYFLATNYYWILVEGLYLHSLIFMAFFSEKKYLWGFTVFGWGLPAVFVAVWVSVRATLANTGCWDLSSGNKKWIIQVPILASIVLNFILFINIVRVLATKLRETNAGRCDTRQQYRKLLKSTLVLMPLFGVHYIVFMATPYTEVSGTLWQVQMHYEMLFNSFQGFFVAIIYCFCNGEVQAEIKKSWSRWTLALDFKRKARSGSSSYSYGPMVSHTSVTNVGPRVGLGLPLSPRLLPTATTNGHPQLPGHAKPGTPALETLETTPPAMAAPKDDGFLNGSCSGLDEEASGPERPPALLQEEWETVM
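HEK-293-derived GP2 cells expressing PTHR1 and a GloSensor cAMP reporter, 3,000/well, plated overnight, given luciferin plus IBMX (each 0.5 mM as added) for 1 h at 37 °C, then compound for 1 h at 37 °C. Luminescence was read after 15 min at room temperature.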
EPAC1 agonist = qHTS for Agonist of cAMP-regulated guanine nucleotide exchange factor 3 (EPAC1): primary screen. EPAC1 agonist qHTS, biochemical assay; response scale: 100% = response to 6.5 mM cAMP. Rap guanine nucleotide exchange factor 3 (Homo sapiens), O95398. 360,000 compounds, 0.073% hits. Potency, µM (highest dose often 154 µM), for inactives: at the top dose activation, most hits filed as activators; also: potency is read from the fitted curve at half-maximal effect; nearly all actives have a fitted effect of over 60% in size
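Multi-concentration qHTS readout: loss of Rap1B-bound BODIPY-GDP fluorescence driven by 100 nM EPAC1 with excess GDP (50 uM), monitored kinetically at room temperature; agonist response expressed relative to 6.5 mM cAMP.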
GLP1R inv ag = qHTS of GLP-1 Receptor Inverse Agonists (Inhibition Mode); Glucagon-like peptide 1 receptor (Homo sapiens), P43220; HEK293 GLP-1R CRE-luciferase, luminescence, 24 h; GLP-1R form is constitutively active; Potency, µM (doses to about 38.3 µM), for the others: at the top dose activity change, negative = inhibition, actives largely listed as inhibitors; 410,000 compounds, 1.6% hits; also: potency is read from the fitted curve at half-maximal effect; % is scaled to controls: 0 for no effect and ±100 for the full control effect; nearly all actives have a fitted effect of over 55% in size
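Seeding at 200 cells/uL, 12 h culture, 24 hr compound treatment, then luciferase reagent and a luminescence read; cells are HEK293 stably expressing a constitutively active GLP-1R plus cAMP-responsive luciferase.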
PLK1 PBD inh = qHTS for Inhibitors of PLK1-PDB (polo-like kinase 1 - polo-box domain): Primary Screen; Serine/threonine-protein kinase PLK1 (Homo sapiens), P53350; Plk1 PBD binding of FITC phosphopeptide, fluorescence polarization; Potency, µM, without a hit: max response, negative = inhibition, actives largely listed as inhibitors; 360,000 compounds, 2.8% hits; AID 720504, 2013; also: potency is read from the fitted curve at half-maximal effect; series mostly up to about 57 µM; % is scaled to controls: 0 for no effect and ±100 for the full control effect; nearly all actives have a fitted effect of over 65% in size
GLP1R cytotox = qHTS of GLP-1 Receptor Inverse Agonists: Cytotox Screen; HEK293 cAMP-luciferase reporter cells, luminescence, 24 h; Potency, µM (highest dose often 38.3 µM), for the others: top-dose activity change, negative = inhibition, most hits filed as inhibitors; 410,000 compounds, 0.13% hits;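 also: loss of luciferase light is scored as toxicity; potency is read from the fitted curve at half-maximal effect; % is scaled to controls: 0 for no effect and ±100 for the full control effect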
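Quantitative HTS format, 1536 wells, 200 cells/uL seeded. Compounds: 23 nL, 24 h, 37 °C. Detection: luciferase reagent, luminescence at 12 min RT; decreased signal taken as cytotoxic.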
IL2 activator = qHTS of IL-2 Activators; activation, % (series mostly up to about 46 µM); 360,000 compounds, 0.065% hits; IL-2 activation reporter assay, cell-based qHTS; stimulated with anti-CD3/CD4/CD28 beads; in transgenic mouse T cells; AID 652025, 2013; in the data active = activation above about 50%; inconclusive = mostly about 30% to 49%; also: 0% is about no effect
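Readout: EGFP and DsRed signals by fluorescent plate cytometry. Unstimulated transgenic mouse T cells received compound 60 min before antibody-bead stimulation, then incubated 18 h at 37 degrees C.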
GLP-1R agonist = qHTS of GLP-1 Receptor Agonists; Glucagon-like peptide 1 receptor (Homo sapiens), P43220; HEK293 GLP-1R CRE-luciferase, luminescence, 4-6 h; cells express a hypersensitive GLP-1R form; Potency, µM (series often up to 45.6 µM), for the others: top-dose activation, actives largely listed as activators; 380,000 compounds, 0.007% hits; AID 624172, 2012; also: potency is read from the fitted curve at half-maximal effect; % of control where 0% means no effect
EPAC1 antag = qHTS for Antagonist of cAMP-regulated guanine nucleotide exchange factor 3 (EPAC1): primary screen | Rap guanine nucleotide exchange factor 3 (Homo sapiens), O95398 | AID 720709, 2013 | 360,000 compounds, 0.14% hits | EPAC1 GEF assay, Rap1b-BODIPY-GDP exchange fluorescence | Potency, µM (titrated, usually from 115 µM), for the others: at the top dose activity change, negative = inhibition, most hits filed as inhibitors;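 also: potency is read from the fitted curve at half-maximal effect; plate controls were vehicle for no effect and positive control for full effect; nearly all actives have a fitted effect of over 50% in size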
PI5P4K alpha inh = qHTS for Inhibitors of phosphatidylinositol 5-phosphate 4-kinase (PI5P4K); Phosphatidylinositol 5-phosphate 4-kinase type-2 alpha (Homo sapiens), P48426; PI5P4Kalpha enzyme, ADP-Glo luminescence, 60 min; stronger effect = lower value; max response, %; 330,000 compounds, 1.2% hits; AID 652105, 2013; active = max response of -50% or lower; inconclusive = between -30% and -50%; inactive = -30% or higher; also: value at the top dose of about 77 µM; % is scaled to controls: 0 for no effect and ±100 for the full control effect
Target sequence (P48426 whole entry, looked up): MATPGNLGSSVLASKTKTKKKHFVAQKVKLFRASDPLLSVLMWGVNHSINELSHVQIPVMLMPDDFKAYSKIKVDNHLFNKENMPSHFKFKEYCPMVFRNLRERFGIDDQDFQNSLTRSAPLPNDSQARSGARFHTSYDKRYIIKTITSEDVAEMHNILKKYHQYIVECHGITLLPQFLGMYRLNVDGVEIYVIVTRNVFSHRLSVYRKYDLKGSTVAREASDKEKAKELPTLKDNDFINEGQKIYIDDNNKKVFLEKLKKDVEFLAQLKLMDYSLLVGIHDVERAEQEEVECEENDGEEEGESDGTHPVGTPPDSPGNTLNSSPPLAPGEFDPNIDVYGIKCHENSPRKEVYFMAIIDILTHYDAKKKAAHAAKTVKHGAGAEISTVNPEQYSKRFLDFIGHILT
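qHTS, 1536-well: enzyme/substrate mix, compound by pin tool, 5 microM ATP final; RT 60 min; ADP-Glo reagents 1 (45 min) then 2 (30 min); luminescence.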
An asterisk follows results filed as active; i = inactive; ? = inconclusive; / = not tested or not shown; [ ] = dose if it differs, or a comment. Unless noted, calls follow the shape of the dose curve; as a rule, active = well fitted curve in the direction sought with a large enough effect; inconclusive = small, poorly fitted or top-dose-only effect, or another doubt; inactive = no such curve, though single readings can be large; an effect the other way counts as inactive or inconclusive. A portion of the library, so the mix of outcomes need not match the whole.

SMILES	PTHR1 agonist	EPAC1 agonist	GLP1R inv ag	PLK1 PBD inh	GLP1R cytotox	IL2 activator	GLP-1R agonist	EPAC1 antag	PI5P4K alpha inh
O=C(NC1CCCCC1)C(c1ccccc1F)N(C(=O)c1csnn1)C1CCCC1 (configuration not stated)	i	1.5%	-25.2%	-3.2%	1.4%	1.3	9.9%	24.1%	0.1
CCN(CC)CCN(C(=O)c1ccc(Br)s1)c1nc2cc3c(cc2s1)OCO3	20.3%	-8.3%	-20.9%	-1.4%	9.1%	0.3	0.7%	-3.8%	1.1
CN(C)S(=O)(=O)c1ccc(Cl)c(NC(=O)CN2CCN(c3ccccn3)CC2)c1	-26.7%	2.0%	?	-4.3%	-1.6%	-0.1	1.7%	5.4%	1.5
O=C(Nc1ccc(Cn2cccn2)cc1)c1ccc(COc2ccc(Br)cc2)cc1	-8.3%	6.9%	4.3%	-6.0%	4.8%	-3.4	-6.9%	-15.7%	0.4
CCc1ccc(NC(=O)CC2C(=O)N(c3cccc(OC)c3)C(=O)N2CCOC)cc1 (configuration not stated)	i	-5.5%	9.0%	4.6%	-12.2%	0.0	2.6%	22.4%	-4.4
Cc1c[nH]c2cccc(OCC(O)CNC(C)(C)C)c12 (configuration not stated)	-22.0%	8.7%	-5.5%	-5.9%	3.3%	1.2	4.3%	-2.8%	/
O=C(Nc1cc2c3c(c1)CC(=O)N3CCC2)c1ccc(F)cc1	i	-5.0%	59.8%[activator]	-1.1%	-0.3%	-2.0	19.6%	0.1%	9.0
COc1ccc(CN(C(=O)/C=C/c2ccccc2Cl)C2CCS(=O)(=O)C2)cc1 (configuration not stated)	-17.9%	11.3%	10.8%	-11.9%	-11.4%	-0.6	17.3%	0.1%	-1.3
CCn1c(SCC(=O)N(C)C)nc2cc(S(=O)(=O)N3CCOCC3)ccc21	i	-3.1%	20.1%	-3.2%	3.9%	-4.2	-2.0%	12.7%	-4.9
CC(C)N(C(=O)Cn1c(SCC(=O)Nc2nccs2)nc2ccccc21)C(C)C	-5.6%[57.5 µM]	4.2%	?	-2.4%	-21.7%	-2.0	-2.9%	5.3%	3.9
C=C(C)Cn1c2ccc(NC(=O)NCC)cc2c(=O)n1C	-6.2%	7.2%	24.4%	?	0.8%	0.6	6.5%	-7.9%	-4.5
Cc1ccccc1CN1C(=O)CSCC1(C)C(=O)NCc1ccccc1 (configuration not stated)	-0.9%	-2.2%	22.6%	-5.4%	0.2%	-0.2	/	5.2%	-9.1
Nc1c(-c2ccccn2)cnn1-c1nc(-c2ccc(F)cc2)cs1	-8.2%	-10.8%	7.9%	-1.9%	-6.3%	-1.3	-1.0%	-25.4%	5.6
CC(C)Cc1nnc(NC(=O)c2cccc(S(=O)(=O)N3CCOCC3)c2)s1	-34.2%[inhibitor]	11.3%	-12.7%	-5.9%	-17.5%	-0.2	-0.7%	1.2%	-1.7
COc1ccc(C2CC(=O)Nc3cc(OC)c(OC)cc32)cc1Br (configuration not stated)	-42.1%[inhibitor]	-5.7%	42.1%[activator]	3.7%	-2.9%	6.9	25.2%	-8.1%	-0.2
COc1ccc(NC(=O)COC(=O)C2CC2)c(OC)c1	-38.6%[inhibitor]	5.2%	10.2%	-6.0%	4.2%	4.3	3.1%	-11.4%	0.0
CN(CC(=O)Nc1ccc(F)cc1)C(=O)CN1C(=O)NC(CCc2ccccc2)C1=O (configuration not stated)	-20.8%	-4.8%	-12.4%	4.3%	-4.6%	-1.1	-2.1%	10.9%	2.7
COCCCn1cnc2c(c1=O)c1nc3ccccc3nc1n2-c1ccc(C)cc1	i	2.3%	23.4%	-0.2%	71.3%[activator]	0.2	-2.4%	-17.6%	6.3
Cc1ccc(Cl)cc1N1CCN(c2ncnc3c2nc2n3CCCCC2)CC1	i	/	-1.1%	/	-5.5%	/	-1.3%	/	/
Cc1ccccc1OCC(=O)Nc1ccc(S(=O)(=O)Nc2ccccn2)cc1	-10.2%	0.2%	17.7%	-5.6%	2.3%	0.5	-2.2%	-1.5%	-9.2
COc1cc(NC(=O)c2cccc(C)c2)c(Cl)cc1[N+](=O)[O-]	i	-15.7%	9.2%	-15.9%	9.9%	-0.5	-15.7%	-9.8%	9.6
COc1ccccc1CNCc1cc(OC)c(OC)c(OC)c1	-10.4%	-1.6%	2.4%	-3.5%	-3.0%	0.6	7.9%	2.2%	-0.1
NC(=S)Cc1nc(-c2ccc(Cl)cc2)cs1	-29.6%	14.4%	?	?	2.7%	-0.4	-1.5%	0.3%	?
O=C(NCCCN1CCCCC1)c1ccc(CS(=O)c2ccc(Cl)cc2)o1 (configuration not stated)	i	-3.2%	?	-11.0%	23.0%	-2.5	0.2%	-11.5%	-5.6
N/C(=N\OC(=O)CCCc1ccccc1)c1ccccc1	i	4.6%	-18.1%	4.1%	-11.9%	-2.8	-5.1%	0.5%	9.5
CN(CC(=O)Nc1ccccc1C(F)(F)F)C(=O)C1CC1	?	5.5%	5.8%	-15.5%	4.9%	0.1	-4.8%	9.9%	5.6
S=C(NCCN1CCOCC1)N/N=C/c1c2ccccc2cc2ccccc12	-4.8%	-13.0%	?	-14.3%	1.5%	14.8	2.4%	?	1.8
CC1Sc2ccc(S(=O)(=O)CCC(=O)N3CCN(c4ccccc4)CC3)cc2NC1=O (configuration not stated)	-29.3%	15.8%	?	-16.1%	-12.3%	-3.5	1.7%	13.6%	-0.9
Cc1cccc(NC(=O)CSc2nnc(CSc3nc(C)cc(C)n3)n2Cc2ccco2)c1	-20.1%	10.7%	-20.2%	-12.1%	-0.1%	-2.7	4.8%	-1.1%	-6.5
C=CC(C)(C)c1cc2cc3ccoc3cc2oc1=O	-50.2%[inhibitor]	-4.0%	-5.2%	-9.8%	-4.1%	-0.7	3.6%	-16.9%	0.3

Quoted from the listing.
For PI5P4K alpha inh, `COc1ccc(C2CC(=O)Nc3cc(OC)c(OC)cc32)cc1Br` (configuration not stated) reads -0.2
For GLP1R inv ag, `Cc1ccc(Cl)cc1N1CCN(c2ncnc3c2nc2n3CCCCC2)CC1` reads -1.1%
For GLP1R cytotox, `N/C(=N\OC(=O)CCCc1ccccc1)c1ccccc1` reads -11.9%

Carrying on:
SMILES	PTHR1 agonist	EPAC1 agonist	GLP1R inv ag	PLK1 PBD inh	GLP1R cytotox	IL2 activator	GLP-1R agonist	EPAC1 antag	PI5P4K alpha inh
COc1ccccc1C1CCN(Cc2ccc(C)cc2)CC1	i	0.7%	-26.5%	-2.5%	-8.8%	-4.2	6.0%	6.9%	0.7
Cc1c(C(c2cccc(O)c2)c2c(C)n(C)n(-c3ccccc3)c2=O)c(=O)n(-c2ccccc2)n1C	-19.9%	-7.8%	13.2%	7.3%	6.9%[1.53 µM]	1.4	-1.0%	28.5%	4.8
CCOC(=O)c1c(C)n(C)c2ccc(O)c(CN(C)C)c12	-7.4%[57.5 µM]	-6.2%	6.5%	2.4%	-14.0%	-0.5	2.1%	-11.3%	-4.7
COc1ccc(S(=O)(=O)N2CCCOC2CNC(=O)C(=O)NCc2ccccn2)cc1 (configuration not stated)	i	3.9%	-3.2%	-1.5%	7.6%	0.2	2.4%	-10.1%	-6.9
O=C(c1c[nH]c(=O)n(-c2ccccc2)c1=O)N1CCc2ccccc21	i	6.0%	0.5%	-21.3%	-2.4%	-4.1	-0.4%	4.4%	-4.5
CCCCNC(=O)CSc1nc2ccccc2n1S(=O)(=O)c1ccc(Br)cc1	-2.4%	-5.8%	34.1%[activator]	0.3%	11.0%	-0.3	0.8%	-9.8%	-10.9
c1ccc(Oc2cccc(OCCn3cncn3)c2)cc1	-6.1%	0.1%	-1.4%	-7.9%	-11.3%	-1.1	-1.5%	4.7%	-3.1
Cc1ccc(NS(=O)(=O)c2ccc(C(=O)NCc3ccccn3)cc2)cc1	-2.4%	-2.1%	2.4%	-11.2%	7.2%	-3.5	8.8%	2.5%	2.8
COc1ccc(C)cc1NC(=O)CSc1nnc(-c2ccco2)n1Cc1ccco1	i	0.2%	-12.5%	-11.5%	-2.1%	-1.3	21.8%	-4.0%	-0.6
Cc1cc(C)nc(NC(=O)Nc2ccc(F)cc2F)n1	-22.1%	10.4%	11.3%	1.5%	-21.0%	-1.0	-1.2%	18.1%	5.0
COC(=O)c1cc(=O)n(Cc2ccc(F)cc2)c(=NCc2ccc(F)cc2)s1	-1.3%	8.3%	6.5%	-7.7%	0.7%	-0.3	0.0%	-0.4%	1.5
O=C(COc1cccc(Br)c1)N/N=C/C(=O)c1ccccc1	-17.7%	4.4%	?	3.6%	-13.1%	-1.6	10.7%	-8.8%	-0.6
COc1ccc(S(=O)(=O)N2CCN(c3cnccn3)CC2)cc1OC	i	-16.6%	34.1%[activator]	-7.5%	1.6%	-0.5	8.1%	-8.5%	0.8
O=C(Nc1ccc(N2C(=O)C3C4C=CC(C4)C3C2=O)cc1)Nc1cccnc1 (configuration not stated)	?	-2.8%	-8.1%	-11.0%	-1.9%	1.5	20.1%	6.6%	-6.1
